From PubChem
Tb MetRS inh: blocks T. brucei methionyl-tRNA synthetase activity. purified T. brucei MetRS, ATP depletion, Kinase-Glo luminescence. inhibition, % at 11.9 µM. 0.4% of 360,000 active;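 active = inhibition above a per-plate cutoff of the control wells' mean inhibition plus 3 SD, cut at about 5.5% in these data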;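 also: 0% = DMSO wells median and 100% = median of wells with control inhibitor compound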
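technique = Kinase-Glo luminescence, ATP depletion format | system = purified MetRS (methionyl-tRNA synthetase) enzyme from Trypanosoma brucei | timing = 15 min preincubation, 2 h reaction, all 25 °C | evaluation = percent inhibition versus plate control medians | dosing = single dose, 11.9 µM final nominal, 0.9% final DMSO | also added = substrates ATP, L-methionine and bulk Escherichia coli tRNA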
FAS TE block: blocks the thioesterase domain of human fatty acid synthase; P49327; recombinant FAS-TE, OMFH fluorogenic substrate, fluorescence endpoint; inhibition, % at 15 µM; 0.67% of 360,000 active;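 active = compounds whose normalised, plate-corrected inhibition of enzyme fluorescence in the single-dose primary screen is 50% or more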;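 also: 0% = DMSO with enzyme and 100% = substrate without enzyme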
Target sequence (P49327 whole entry, looked up, the tested form may be a part): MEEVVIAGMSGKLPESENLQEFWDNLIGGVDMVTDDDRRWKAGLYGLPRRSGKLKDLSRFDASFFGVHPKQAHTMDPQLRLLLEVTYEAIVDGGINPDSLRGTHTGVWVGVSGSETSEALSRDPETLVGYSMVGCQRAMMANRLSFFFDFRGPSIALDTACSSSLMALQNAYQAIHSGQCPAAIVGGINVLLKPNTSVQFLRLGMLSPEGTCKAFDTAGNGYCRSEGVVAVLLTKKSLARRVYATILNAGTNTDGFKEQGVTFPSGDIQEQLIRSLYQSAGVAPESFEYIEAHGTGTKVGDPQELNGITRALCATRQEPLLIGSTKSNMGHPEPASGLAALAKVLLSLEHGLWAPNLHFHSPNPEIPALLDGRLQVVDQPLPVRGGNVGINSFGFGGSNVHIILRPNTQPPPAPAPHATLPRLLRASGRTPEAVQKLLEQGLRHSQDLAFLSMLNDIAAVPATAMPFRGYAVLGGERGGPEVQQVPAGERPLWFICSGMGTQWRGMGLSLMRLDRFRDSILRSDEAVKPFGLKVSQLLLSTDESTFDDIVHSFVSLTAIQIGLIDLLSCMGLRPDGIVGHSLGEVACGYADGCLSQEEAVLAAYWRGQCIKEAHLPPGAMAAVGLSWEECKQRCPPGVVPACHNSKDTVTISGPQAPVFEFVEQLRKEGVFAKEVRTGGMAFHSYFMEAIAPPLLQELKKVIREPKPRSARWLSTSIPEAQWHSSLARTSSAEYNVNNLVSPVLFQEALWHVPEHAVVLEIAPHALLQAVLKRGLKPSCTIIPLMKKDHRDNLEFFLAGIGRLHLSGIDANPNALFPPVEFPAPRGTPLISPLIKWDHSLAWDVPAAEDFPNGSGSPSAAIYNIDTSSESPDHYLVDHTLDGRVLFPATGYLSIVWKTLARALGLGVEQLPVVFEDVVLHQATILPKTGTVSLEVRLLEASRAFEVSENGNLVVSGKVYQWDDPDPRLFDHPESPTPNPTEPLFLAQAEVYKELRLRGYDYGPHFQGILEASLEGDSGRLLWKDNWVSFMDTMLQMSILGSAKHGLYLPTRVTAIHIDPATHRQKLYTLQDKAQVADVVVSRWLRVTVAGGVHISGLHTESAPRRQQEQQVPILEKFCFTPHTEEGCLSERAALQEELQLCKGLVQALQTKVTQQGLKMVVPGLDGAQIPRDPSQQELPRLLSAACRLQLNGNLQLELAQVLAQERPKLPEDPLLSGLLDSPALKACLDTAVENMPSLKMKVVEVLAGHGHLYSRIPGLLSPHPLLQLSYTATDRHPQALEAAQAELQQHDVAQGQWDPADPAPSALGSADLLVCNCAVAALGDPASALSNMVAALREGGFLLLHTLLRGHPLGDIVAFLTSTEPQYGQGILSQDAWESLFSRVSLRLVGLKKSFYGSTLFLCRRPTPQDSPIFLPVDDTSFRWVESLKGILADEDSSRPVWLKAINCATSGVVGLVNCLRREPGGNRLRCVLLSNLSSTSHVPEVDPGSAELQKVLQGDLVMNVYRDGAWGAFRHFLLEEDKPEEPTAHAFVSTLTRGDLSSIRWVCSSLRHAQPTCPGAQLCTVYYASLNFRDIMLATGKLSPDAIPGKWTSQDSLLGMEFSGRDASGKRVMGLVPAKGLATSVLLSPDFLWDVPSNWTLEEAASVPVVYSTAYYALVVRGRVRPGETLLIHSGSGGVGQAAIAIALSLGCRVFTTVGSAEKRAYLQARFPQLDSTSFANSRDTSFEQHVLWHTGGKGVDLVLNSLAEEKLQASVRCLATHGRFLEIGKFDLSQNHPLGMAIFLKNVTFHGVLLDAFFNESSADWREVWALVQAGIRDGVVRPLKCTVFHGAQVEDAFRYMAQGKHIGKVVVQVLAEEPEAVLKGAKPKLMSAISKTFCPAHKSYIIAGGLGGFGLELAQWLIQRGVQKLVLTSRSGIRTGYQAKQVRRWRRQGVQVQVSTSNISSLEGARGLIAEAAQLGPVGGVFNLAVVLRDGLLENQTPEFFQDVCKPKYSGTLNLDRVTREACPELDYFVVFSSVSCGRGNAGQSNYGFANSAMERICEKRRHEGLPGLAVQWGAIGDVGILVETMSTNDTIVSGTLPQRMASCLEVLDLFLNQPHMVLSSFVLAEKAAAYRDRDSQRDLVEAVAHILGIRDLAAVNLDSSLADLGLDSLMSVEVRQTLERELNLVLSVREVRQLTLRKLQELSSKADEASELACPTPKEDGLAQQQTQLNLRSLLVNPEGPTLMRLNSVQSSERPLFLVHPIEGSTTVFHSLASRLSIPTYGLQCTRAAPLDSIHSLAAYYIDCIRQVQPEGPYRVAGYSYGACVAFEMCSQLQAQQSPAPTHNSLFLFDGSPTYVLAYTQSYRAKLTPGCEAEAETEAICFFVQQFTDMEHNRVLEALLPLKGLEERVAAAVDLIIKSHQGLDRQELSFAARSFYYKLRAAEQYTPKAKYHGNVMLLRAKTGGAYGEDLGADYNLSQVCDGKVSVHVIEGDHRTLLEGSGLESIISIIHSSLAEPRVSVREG
CendR NRP1 mod: NRP-1/CendR interaction modulation; inhibition, % at 25 µM; FAM-RPARPAR peptide binding to NRP-1, fluorescence polarization; 0.85% of 360,000 active; O14786;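 active = inhibition or corrected inhibition above about 18%, plus a signal ratio from 0.5 to 1.5, limit read from the data, passing the limit was not always enough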; also: strong numbers were not always called active
SKN-1 inh: inhibitors of C. elegans SKN-1. C. elegans VP596 Pgst-4::GFP/RFP ratio, acrylamide-induced, 24 h. inhibition, % at 21.8 µM. 0.49% of 360,000 active;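 active = interference check ratio from 0.5 to 1.5 plus GFP to RFP signal ratio inhibition reaching or exceeding a fixed threshold, cut at about 30% in these data, passing the limit was not always enough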; also: some compounds called inactive have numbers as strong as hits
E coli Lon inh: inhibitors of E. coli Lon protease. inhibition, % at 7.94 µM. P0A9M0. AID 602123. 0.42% of 360,000 active. purified E. coli Lon protease, fluorescence polarization; in the data active = inhibition above about 13%, passing the limit was not always enough;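 also: 0% = enzyme with probe and DMSO and 100% = no enzyme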
MsrA act: activates bovine MsrA enzyme. purified bovine MsrA, absorbance read-out. activation, % at 10.6 µM. AID 602163. 0.3% of 360,000 active; in the data active = activation above about 7.5%;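 also: 0% = vehicle and 100% = reference activator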
MT1-MMP act inh: blocks activation of human MT1-MMP; P50281; HT1080 RFP-PRO-GFP cells, GFP/RFP ratio fluorescence, overnight; percent of plate control window, DMSO zero; GFP/RFP ratio change, % at 20 µM; 0.061% of 360,000 active; AID 651647;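 active = GFP/RFP ratio change of at least 30% with cell ATP level not reduced by more than half and red fluorescence within 50% of control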; also: strong numbers were not always called active
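Test system: HT1080 RFP-PRO-GFP cells; Benchmarks: DMSO and RFP-L50D-GFP cell wells; Timing: cells overnight before dosing, compound overnight, 37 °C, 5% CO2; Compound: one 20 µM compound dose with 1% DMSO; Read-out: GFP/RFP fluorescence ratio.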
MLLE-PAM2 inh: inhibitors of microRNA-mediated deadenylation, human PABP1 MLLE binding; GST-MLLE / FITC-PAM2 fluorescence polarization; AID 588489; 0.36% of 360,000 active; inhibition, % at 20 µM; P11940; in the data active = inhibition above about 35%, passing the limit was not always enough;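 also: plate controls were DMSO wells with GST-MLLE for no effect and wells lacking GST-MLLE protein for full effect; some results filed as inactive read as strong as hits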
MsrA inh: inhibits bovine methionine sulfoxide reductase A | purified bovine MsrA, absorbance read-out | inhibition, % at 15.5 µM | 0.75% of 360,000 active; in the data active = inhibition above about 4.5%;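 also: 0% = vehicle wells with enzyme and 100% = reference inhibitor wells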
Starred values were filed as active, the others as inactive.

SMILES	Tb MetRS inh	FAS TE block	CendR NRP1 mod	SKN-1 inh	E coli Lon inh	MsrA act	MT1-MMP act inh	MLLE-PAM2 inh	MsrA inh
Cc1ccc(/C=C/C(=O)NC2=NCCS2)cc1	-0.7	-37	5	16	-6	-4	1	-4	1.6
CCc1nc(SCC(=O)Nc2cc(OC)ccc2OC)c2c(C)c(C)sc2n1	-0.2	25	-3	25	3	-2	-7	-6	1.0
COc1ccc(CC(=O)N2CCC(CCC(=O)Nc3ccccc3)CC2)cc1	-0.4	-8	1	-12	8	-2	-1	4	0.3
CCN(CC)CCN1C(=O)C(=O)/C(=C(/O)c2c(C)[nH]c(C(=O)OC)c2C)C1c1ccco1 (centres undefined)	-0.1	-7	-12	0	0	-3	0	1	2.1
COc1ccc(OC)c(CNS(=O)(=O)c2cc(CN3C(=O)c4cccnc4C3=O)ccc2OC)c1	-0.3	-4	-2	11	2	-3	-1	7	3.1
O=C(/C=C/c1ccccc1F)c1ccoc1	0.6	-3	-2	0	-3	2	-4	8	0.2
O[C@@H]1C2CCCC1[C@]1(O)CCCCC1C2 (some centres undefined)	-1.3	-6	2	-14	-5	-12	2	2	-0.1
CC(C)(C(=O)N1CCC1(C)C(=O)NS(=O)(=O)c1cccc(C#N)c1)c1ccccc1 (centres undefined)	-0.1	-8	9	6	-13	-2	-9	-4	0.4
O=C(N/N=C\c1cc(Br)ccc1O)c1ccc(S(=O)(=O)N2CCCCC2)cc1	-0.2	12	7	1	-35	-1	0	-15	0.1
CC(C)C(NC(=O)/C(=C\c1ccco1)NC(=O)c1ccco1)C(=O)O (centres undefined)	-0.7	-6	-37	2	-2	-1	-6	16	0.6
O=C1C2ON(c3ccccc3)C(c3ccccc3F)C2C(=O)N1c1ccccc1 (centres undefined)	-0.5	16	10	23	8	-3	2	-6	-0.2
CCOc1ccc(S(=O)(=O)N2CCOCC2)cc1NC(=O)CSCC(=O)Nc1cccc(C)c1	-0.4	1	-3	-7	-5	-3	-3	-8	0.1
Cc1cc(N2CCN(c3ccccc3)CC2)nc(N2CCOCC2)n1	-1.2	4	-5	5	4	-3	4	-9	-0.2
COc1ccc(Cn2c(CCC(=O)Nc3ccc(C)c(C)c3)nc3cccnc32)cc1	-0.9	4	-6	-3	-4	-6	-7	-26	0.1
S=C(Nc1ccc(OCc2ccccc2)cc1)Nc1cccc(Cl)c1Cl	-0.2	21	-2	-3	-17	-5	-2	33	-0.7
Cc1ccc(C)c(N2N=C(C(=O)NCCN3C(=O)S/C(=C\c4cccnc4)C3=O)CCC2=O)c1	-0.3	3	-8	0	0	1	-6	3	4.2
[O-]/[N+](=C/c1cccnc1)c1ccc(Br)cc1	-0.5	0	-1	-13	-14	-3	-2	13	0.2
CCOC(=O)C1=C(COC(=O)c2cc(Br)c(Br)s2)NC(=O)NC1C (centres undefined)	-0.4	10	16	13	-4	-3	3	10	-0.5
CCOC(=O)N1CCN(C(=O)c2cc(C)no2)CC1	-0.5	-9	1	3	2	-7	0	0	0.1
O=C(NCCCN1CCOCC1)c1ccccc1N1C(=O)[C@@H]2Cc3c([nH]c4ccccc34)C(c3ccccc3)N2C1=O (some centres undefined)	1.6	0	-19	-9	-15	-4	0	2	-0.1
c1ccc(CSCCc2ccncc2)cc1	-1.0	-14	-1	-30	-5	-7	1	-6	0.5
COc1ccc(/C(CC2(O)C(=O)Nc3ccccc32)=N\O)cc1 (centres undefined)	0.2	-3	-11	11	-14	-2	1	2	1.2
CCN(Cc1ccccc1)c1ccc(/C=N/NS(=O)(=O)c2ccc(C)c([N+](=O)[O-])c2)cc1	-1.5	36	13	-11	-1	-13	-1	17	4.8*
CCCCc1c(O)nc(SCC(=O)Nc2ccc(OC)cc2)n(-c2ccc(C)c(C)c2)c1=O	0.1	-9	-12	6	-9	-6	4	33	-1.0
O=C(O)CC(NC(=O)c1ccc2c(c1)OCO2)c1cccc([N+](=O)[O-])c1 (centres undefined)	-0.4	20	9	3	-2	-4	-2	2	1.5
CCOc1ccccc1C1NC(=O)c2ccccc2O1 (centres undefined)	0.2	-3	1	3	5	-1	-3	13	0.0
Fc1ccc(-c2nc3c4ccccc4ccn3c2Cc2ccsc2)cc1	0.1	6	-8	22	-8	-3	0	-5	-0.2
Fc1ccc(F)c(C2=NNC(=NCC3CCCO3)SC2)c1 (centres undefined)	-0.6	-8	10	-4	-2	-4	-4	64*	2.4

For convenience, 16 of the compounds above.
SMILES	Tb MetRS inh	FAS TE block	CendR NRP1 mod	SKN-1 inh	E coli Lon inh	MsrA act	MT1-MMP act inh	MLLE-PAM2 inh	MsrA inh
CC(C)C(NC(=O)/C(=C\c1ccco1)NC(=O)c1ccco1)C(=O)O (centres undefined)	-0.7	-6	-37	2	-2	-1	-6	16	0.6
O=C1C2ON(c3ccccc3)C(c3ccccc3F)C2C(=O)N1c1ccccc1 (centres undefined)	-0.5	16	10	23	8	-3	2	-6	-0.2
CCOc1ccc(S(=O)(=O)N2CCOCC2)cc1NC(=O)CSCC(=O)Nc1cccc(C)c1	-0.4	1	-3	-7	-5	-3	-3	-8	0.1
Cc1cc(N2CCN(c3ccccc3)CC2)nc(N2CCOCC2)n1	-1.2	4	-5	5	4	-3	4	-9	-0.2
COc1ccc(Cn2c(CCC(=O)Nc3ccc(C)c(C)c3)nc3cccnc32)cc1	-0.9	4	-6	-3	-4	-6	-7	-26	0.1
S=C(Nc1ccc(OCc2ccccc2)cc1)Nc1cccc(Cl)c1Cl	-0.2	21	-2	-3	-17	-5	-2	33	-0.7
Cc1ccc(C)c(N2N=C(C(=O)NCCN3C(=O)S/C(=C\c4cccnc4)C3=O)CCC2=O)c1	-0.3	3	-8	0	0	1	-6	3	4.2
[O-]/[N+](=C/c1cccnc1)c1ccc(Br)cc1	-0.5	0	-1	-13	-14	-3	-2	13	0.2
CCOC(=O)C1=C(COC(=O)c2cc(Br)c(Br)s2)NC(=O)NC1C (centres undefined)	-0.4	10	16	13	-4	-3	3	10	-0.5
CCOC(=O)N1CCN(C(=O)c2cc(C)no2)CC1	-0.5	-9	1	3	2	-7	0	0	0.1
O=C(NCCCN1CCOCC1)c1ccccc1N1C(=O)[C@@H]2Cc3c([nH]c4ccccc34)C(c3ccccc3)N2C1=O (some centres undefined)	1.6	0	-19	-9	-15	-4	0	2	-0.1
c1ccc(CSCCc2ccncc2)cc1	-1.0	-14	-1	-30	-5	-7	1	-6	0.5
COc1ccc(/C(CC2(O)C(=O)Nc3ccccc32)=N\O)cc1 (centres undefined)	0.2	-3	-11	11	-14	-2	1	2	1.2
CCN(Cc1ccccc1)c1ccc(/C=N/NS(=O)(=O)c2ccc(C)c([N+](=O)[O-])c2)cc1	-1.5	36	13	-11	-1	-13	-1	17	4.8*
CCCCc1c(O)nc(SCC(=O)Nc2ccc(OC)cc2)n(-c2ccc(C)c(C)c2)c1=O	0.1	-9	-12	6	-9	-6	4	33	-1.0
O=C(O)CC(NC(=O)c1ccc2c(c1)OCO2)c1cccc([N+](=O)[O-])c1 (centres undefined)	-0.4	20	9	3	-2	-4	-2	2	1.5
